# XiGFP reactiv: X-chromosome reactivation activator; XiGFP mouse fibroblasts, % GFP-positive cells imaging, 3 d; cells co-treated with 5-aza-dC sensitizer; scaled so ellipticine positive control = 100%; activation, % at 7.58 µM; 360,000 compounds, 0.055% hits; AID 743238;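 active = mean normalized replicate activation at least 10% and every replicate at or above 10%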;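 note: 0% = median of on-plate neutral control wells and 100% = ellipticine 6 µM median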
#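 Assay system: SV40-immortalized XiGFP fibroblast cells, line 68-5-11; buffer or medium: DMEM plus 5-aza-dC sensitizer; compound: one concentration, pinned; timing: compounds 3 days, fix/stain 15 min at room temperature; benchmarks: positive control ellipticine, 6 µM final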
# RAD52 anneal inh: inhibitors of human RAD52 DNA annealing; P43351; recombinant RAD52 DNA annealing, FRET fluorescence; inhibition, % at 18.7 µM; 360,000 compounds, 0.46% hits;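 active = every replicate showing at least 50% inhibition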
# esBAF inh: SWI/SNF esBAF complex inhibition; mouse ES cells, Bmi1-luciferase knock-in reporter, 24 h; 100% = twice the neutral-well signal; reporter increase, % at 12.5 µM; 350,000 compounds, 2% hits; AID 602393; in the data active = activation above about 40%;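 note: 0% = median of the plate's neutral control wells and 100% = double that signal; a rise in the Bmi1 reporter signal indicates esBAF inhibition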
# CFTR F508del cor: correctors of CFTR F508del function in bronchial epithelial cells; CFBE cells, YFP halide quenching; stimulated with forskolin plus potentiator P3; % fluorescence drop versus neutral controls; activity (quench increase), % at 7.58 µM; 350,000 compounds, 0.36% hits;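 active = mean added fluorescence quench of at least 8% versus neutral control, with both replicates also reaching 8%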;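 note: cells transiently co-express mutant CFTR-F508del with the halide-sensitive YFP; corrector assay measuring rescue of mutant channel to the surface after 24 h compound exposure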
# ERAP1 inh: ERAP1 (human) enzyme inhibition; inhibition, % at 10.7 µM; AID 652197; recombinant ERAP1, Leu-AMC fluorescence, 60 min; 340,000 compounds, 0.15% hits; Q9NZ08;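 active = mean replicate inhibition of at least 30%, or all replicates individually reaching that 30% level; inactive = mean below 30% and not every replicate reaching it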;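 note: 0% = neutral control wells and 100% = L-leucinethiol positive control wells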
# GSIS activator: GLuc luminescence reporter in INS-1E cells, primary screen for activators of glucose-dependent secretion of insulin; INS-1E GLuc reporter insulin secretion, 2-3 h; activation, % at 16.6 µM; 370,000 compounds, 0.61% hits; AID 743287;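 active = lowest replicate activation of at least 40%, so every replicate reaches that level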;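 note: 0% = median of neutral control wells and 100% = median of IBMX positive control wells; some compounds called inactive have numbers as strong as hits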
# ARNT-TACC3 inh: disruptors of human ARNT/TACC3 interaction | inhibition, % at 9.99 µM | 390,000 compounds, 0.66% hits | AlphaScreen His-ARNT PAS-B/GST-TACC3 binding, luminescence; TACC3 fragment carries E629A point mutation | Q9Y6A5;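 active = mean inhibition of replicates at least 50% and at least half of replicates each reaching 50%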;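 note: 0% = complete ARNT plus TACC3 wells and 100% = ARNT alone without TACC3; many hits fall short of the cut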
# RAD54 inh: RAD54 (human) branch migration inhibition. Q92698. RAD54 Holliday junction branch migration, FAM/BHQ fluorescence. inhibition, % at 10.4 µM. 360,000 compounds, 0.14% hits. AID 602329;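 active = mean normalized replicate activity at least 40 and at least half of replicates scoring 40 or more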;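 note: 0% = median of neutral control wells and 100% = median of positive control wells; inhibitors cause a drop in the FAM fluorescence signal; in these data hits start at about 50%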
# Target sequence (Q92698 whole entry, looked up): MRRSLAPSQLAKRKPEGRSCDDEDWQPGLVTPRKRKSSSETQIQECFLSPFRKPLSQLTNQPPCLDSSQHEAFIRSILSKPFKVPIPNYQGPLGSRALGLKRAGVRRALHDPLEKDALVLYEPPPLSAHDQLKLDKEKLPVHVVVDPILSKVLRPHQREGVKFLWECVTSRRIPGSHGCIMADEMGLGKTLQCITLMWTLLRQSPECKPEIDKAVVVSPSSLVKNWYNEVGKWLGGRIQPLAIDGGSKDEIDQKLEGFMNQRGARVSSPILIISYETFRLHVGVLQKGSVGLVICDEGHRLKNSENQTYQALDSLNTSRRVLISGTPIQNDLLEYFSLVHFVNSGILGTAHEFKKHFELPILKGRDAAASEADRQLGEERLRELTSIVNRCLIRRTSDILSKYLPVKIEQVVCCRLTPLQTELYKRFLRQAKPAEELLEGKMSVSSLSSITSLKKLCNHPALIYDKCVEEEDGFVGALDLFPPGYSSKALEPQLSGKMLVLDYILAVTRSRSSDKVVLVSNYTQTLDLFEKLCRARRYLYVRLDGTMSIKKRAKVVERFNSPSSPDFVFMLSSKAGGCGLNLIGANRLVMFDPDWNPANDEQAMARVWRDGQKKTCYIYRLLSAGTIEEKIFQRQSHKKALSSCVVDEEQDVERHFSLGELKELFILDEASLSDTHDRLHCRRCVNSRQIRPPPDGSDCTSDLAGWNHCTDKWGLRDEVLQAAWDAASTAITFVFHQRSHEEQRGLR
# The depositor's hits bear a star; x = no result given; & = joins results of further samples.
no. | SMILES | GSIS activator | ERAP1 inh | ARNT-TACC3 inh | esBAF inh | RAD52 anneal inh | RAD54 inh | CFTR F508del cor | XiGFP reactiv
1 | CNC[C@@H]1Oc2ccc(NC(=O)Nc3cccc4ccccc34)cc2C(=O)N([C@H](C)CO)C[C@H]1C | -8 | 1 | -3 | -1 | 1 | 17 | 0.8 | -1.4
2 | CCOC(=O)CSc1nc2ccccc2c(=O)n1CC1CCC(C(=O)NCc2ccco2)CC1 (stereo not given) | 14 | 5 | -3 | 4 | -9 | 8 | x | x
3 | Cc1cccc(N2CC(C)Cn3c2nc2c3c(=O)[nH]c(=O)n2C)c1 (stereo not given) | -3 | 0 | x | -6 | -9 | x | 4.3 | 0.1
4 | CCOC(=O)c1sc(-c2ccc(Cl)cc2)nc1O | 6 | x | 1 | x | -3 | 0 | 1.8 | 0.1
5 | CC(C)NC(=O)CN1C(=O)C(C)(C)Oc2ccc(C(=O)NC3CCCCC3)cc21 | 19 | 1 | -9 | 4 | -15 | -6 | 0.8 | 0.3
6 | CCN(c1cccc(C)c1)S(=O)(=O)c1cn(CC(=O)OC)c2ccc([N+](=O)[O-])cc12 | -26 | 2 | -2 | -10 | -3 | -6 | -2.1 | 0.0
7 | CC(=O)N1[C@@H]2Cn3c(ccc(-c4cccnc4)c3=O)[C@H]1[C@@H](C(=O)N1CCc3ccccc3C1)[C@@H]2CO | 5 | -2 | -6 | -2 | -16 | -1 | x | 0.2
8 | COc1cc(/C=C/C(=O)Nc2nnc(CC(C)C)s2)cc(OC)c1OC | -2 | 6 | -5 | x | -23 | x | x | 0.0
9 | CC(C)N1CCC(N2CCN(Cc3cccnc3)CC2CCO)CC1 (stereo not given) | x | -1 | -1 | -7 | -17 | 0 | -1.8 | 0.3
10 | O=C(CSc1nc(-c2ccccc2)c(-c2ccccc2)[nH]1)NCC1CCCO1 (stereo not given) | 16 | 4 | 1 | x | -3 | x | -3.1 | 4.7
11 | C/C=C/c1ccc([C@@H]2[C@@H](CO)N3C(=O)CN(C(=O)c4cccc(F)c4)C[C@@H]23)cc1 | 16 | 0 | x | x | 10 | x | 1.9 | 0.1
12 | COc1ccc2[nH]cc(C(=O)CCl)c2c1 | -1 | 4 | -3 | -7 | -11 | -10 | -3.0 | 0.2
13 | CC(=O)NC(=S)Nc1ccc(NC(=S)NC(=O)/C=C/c2ccco2)cc1 | -4 | 3 | 0 | x | -11 | x | 14* | 0.0
14 | CN(C)/C=N/c1cc(=O)[nH]c(=O)n1Cc1ccccc1 | 15 | 2 | -4 | -4 | -17 | -7 | -2.0 | 0.1
15 | CCN(CC)C(=O)C1=C(C)N(CCC2=CCCCC2)C(=O)C(CC(=O)NCc2ccco2)C1 (stereo not given) | 3 | 2 | x | -3 | -9 | 2 | 2.0 | 0.6
16 | S=C(NCCCN1CCOCC1)Nc1cccc(-c2nnc3n2CCCCC3)c1 | 0 | 0 | 14 | x | -7 | x | -2.3 | -0.2
17 | C[C@@H]1COc2cc(NCCO)ccc2S(=O)(=O)N1 | -2 | -4 | x | x | -3 | x | -0.6 | 0.2
18 | CCC(=O)N(C)C[C@H]1Oc2ncc(-c3ccc(C)cc3)cc2C(=O)N([C@@H](C)CO)C[C@H]1C | 22 | -3 | -8 | -10 | 20 | -7 | 0.6 | -0.7
19 | COc1ccc(CN(C)C[C@@H]2Oc3ccc(NC(=O)Cc4ccccc4)cc3CC(=O)N([C@@H](C)CO)C[C@H]2C)cc1 | -7 | -3 | x | x | 4 | x | -2.5 | -0.6
20 | O=C(CSc1n[nH]c(-c2ccc(Br)cc2)n1)N1CCOCC1 | x | -8 | x | 8 | -12 | x | x | 0.0
21 | CCOC(=O)N1CCN(C2CCCN(C(=O)c3ccccc3SC)C2)CC1 (stereo not given) | -4 | 0 | -1 | -5 | -9 | -14 | 3.1 | 0.0
22 | Cc1csc(SCC(=O)NC2CCCC2)n1 | -2 | 0 | 4 | 5 | -10 | 10 | -2.5 | -0.1
23 | CO[C@H]1CN(C)C(=O)c2cc(NC(C)=O)ccc2OC[C@@H](C)N(CCc2ccccc2)C[C@@H]1C | -1 | -2 | 3 | 3 | -4 | -6 | 1.2 | -0.5
24 | COc1cc(C(=O)Nc2cccc(S(=O)(=O)N3CCCC3)c2)c([N+](=O)[O-])cc1OC | -4 | 1 | 6 | x | 2 | 4 | 0.7 | -0.1
25 | COc1ccc(NC(=O)N2CCC(C(=O)c3ccc4c(c3)OCCO4)CC2)cc1 | 118 | 4 | x | 9 | -4 | -13 | -1.5 | 0.3
26 | CN(C[C@H]1[C@H](c2ccccc2)[C@@H](CO)N1C(=O)C1CC1)C(=O)c1ccccn1 | 2 | x | -6 | -1 | x | 2 | -0.1 | 0.0
27 | O=C1C=CC2(O[C@H](c3ccccc3)[C@@H](c3ccccc3)O2)[C@H](Sc2ccccc2O)C1 | 26 | 33* | -4 | x | -1 | x | -12 | -0.1
28 | COc1ccc(/C=N/Nc2ccc(C(=O)O)cc2)cc1OC | 21 | -36 | 2 | 7 | -19 | 3 | -5.7 | -0.1
29 | Cc1noc(C)c1NC(=O)Nc1ccc2c(c1)C(=O)N([C@H](C)CO)C[C@H](C)[C@H](CN(C)S(=O)(=O)c1ccc(F)cc1)OCCCC[C@H](C)O2 | 1 | 2 | -5 | -5 | 11 | 1 | 1.2 | -0.4
30 | O=C(CCCOc1ccccc1)Nc1cccc(S(=O)(=O)N2CCCCC2)c1 | -36 | 2 | x | 15 | -15 | x | 3.9 | 0.0
31 | Cc1nn(-c2ccccc2)c(C)c1NC(=O)COC(=O)Cc1cccc(C(F)(F)F)c1 | -17 | 9 | -3 | -2 | -15 | -3 | -0.4 | 0.0
32 | O=C(CS(=O)c1ccc(F)cc1)N1CCOCC1 (stereo not given) | 7 | -2 | -22 | -4 | -2 | -3 | -1.7 | 0.0
33 | CCN1[C@@H]2Cn3c(ccc(-c4ccccc4OC)c3=O)[C@H]1[C@@H](C(=O)N[C@H](C)c1ccccc1)[C@@H]2CO | -3 | -1 | 5 | 1 | -14 | 9 | x | 0.5
34 | CCN1CCN(CCCN(Cc2ccco2)C(=S)Nc2ccccc2Cl)CC1 | 3 | -4 | 2 | -4 | -11 | 2 | 2.7 | -0.1
35 | CC1CC2(C)Oc3ccccc3CC2C(C)C1CNCCCN(C)C (stereo not given) | -3 | 2 | 14 | x | 22 | x | -5.4 | -0.2
36 | CCc1nnc(SCC(=O)Nc2ccc3ccccc3c2)n1N | -4 | -2 | -2 | 17 | -13 | 15 | 0.7 | 0.1
37 | COc1ccc2c3c(n(C)c2c1)[C@@H](CO)N(CC1CCCC1)CC31CCN(C(C)=O)CC1 | 2 | 1 | x | x | -195 | x | 3.3 | 0.2
38 | C[C@@H]1[C@H]2[C@@H]3CC[C@@H](C3)[C@H]2CN[C@H]1c1cn(Cc2ccccc2)c2ccccc12 | x | 3 | 4 | -2 | 38 | 14 | -0.3 | 0.0
39 | C[C@H]1CN([C@@H](C)CO)C(=O)Cc2cc(NC(=O)c3ccncc3)ccc2O[C@@H]1CN(C)S(=O)(=O)c1ccc(Cl)cc1 | -3 | 0 | -7 | 1 | 5 | 1 | 1.9 | -0.1
40 | Cc1ccc(S(=O)(=O)NNC(=O)c2cnn(-c3ccc(Cl)cc3)c2C(F)(F)F)cc1 | -47 | 1 | -1 | x | -8 | x | 0.2 | 0.4

# Single records, as listed above.
# C[C@@H]1[C@H]2[C@@H]3CC[C@@H](C3)[C@H]2CN[C@H]1c1cn(Cc2ccccc2)c2ccccc12 reads GSIS activator: x; ERAP1 inh: 3; ARNT-TACC3 inh: 4; esBAF inh: -2; RAD52 anneal inh: 38; RAD54 inh: 14; CFTR F508del cor: -0.3; XiGFP reactiv: 0.0
# COc1ccc2c3c(n(C)c2c1)[C@@H](CO)N(CC1CCCC1)CC31CCN(C(C)=O)CC1 reads GSIS activator: 2; ERAP1 inh: 1; ARNT-TACC3 inh: x; esBAF inh: x; RAD52 anneal inh: -195; RAD54 inh: x; CFTR F508del cor: 3.3; XiGFP reactiv: 0.2
# CCN1[C@@H]2Cn3c(ccc(-c4ccccc4OC)c3=O)[C@H]1[C@@H](C(=O)N[C@H](C)c1ccccc1)[C@@H]2CO reads GSIS activator: -3; ERAP1 inh: -1; ARNT-TACC3 inh: 5; esBAF inh: 1; RAD52 anneal inh: -14; RAD54 inh: 9; CFTR F508del cor: x; XiGFP reactiv: 0.5

# Additional records
no. | SMILES | GSIS activator | ERAP1 inh | ARNT-TACC3 inh | esBAF inh | RAD52 anneal inh | RAD54 inh | CFTR F508del cor | XiGFP reactiv
41 | Cc1cccc(C)c1[N+](=O)[O-] | 16 | 5 | x | x | 3 | x | -0.4 | x
42 | O=C(O)c1ccccc1C(=O)NCC(O)COCC1CC=CCC1 (stereo not given) | 4 | x | -12 | 12 | x | 1 | x | x
43 | Cc1ccccc1-c1cnc2c(c1)C(=O)N([C@@H](C)CO)C[C@@H](C)[C@H](CN(C)Cc1ccccc1F)O2 | -27&-15 | -1&5&1 | 4&11 | -10&0&-4 | 4&2&8 | -1&-1&-4 | -3.2&-2.8&-1.4 | 0.1&0.2
44 | O=C(NC(c1ccccc1)c1ccccc1)c1ccc(CO)cc1 | 13 | -1 | -3 | 8 | -10 | 5 | -3.4 | 0.4
45 | O=C(/C=C/c1ccccc1)Nc1cccnc1 | -12 | 0 | -2 | 31 | -13 | -5 | 1.8 | 0.2
46 | C[C@H]1CN([C@@H](C)CO)S(=O)(=O)c2ccc(-c3cccc(F)c3)cc2O[C@@H]1CN(C)C(=O)C1CC1 | 0 | 0 | -2 | -1 | 6 | -3 | -3.3 | 0.0
47 | COc1cc(C(=O)OCC(=O)NC(N)=O)cc(CN2C(=O)c3ccccc3C2=O)c1OC | 13 | 1 | 3 | -2 | -6 | 9 | -3.2 | 0.0
48 | O=c1oc(-c2ccco2)nc2sc3c(c12)CCCC3 | 1 | x | 1 | 20 | x | -3 | x | x
49 | O=C(CSc1ccc([N+](=O)[O-])cn1)Nc1ccc2[nH]c(=O)[nH]c2c1 | -8 | -2 | -11 | -5 | 5 | 0 | 1.2 | 0.1
50 | CCN(CC)c1cc(CS(=O)c2ccccc2)nc(-c2ccccc2)n1 (stereo not given) | 1 | x | 3 | -1 | x | 0 | x | x
51 | Cc1cccc(S(=O)(=O)N2CC[C@@H]3[C@H](CO)N(C)c4ccc(-c5ccccc5F)cc4[C@@H]32)c1 | 2 | -2 | -2 | 1 | -5 | -16 | -2.1 | 0.0
52 | Nc1ccc(C(=O)N/N=C/c2cn(Cc3ccccc3F)c3ccccc23)cc1 | 11 | -4 | 6 | 3 | -22 | 4 | -3.0 | 0.2
53 | O=C(Cn1ccc2ccccc21)Nc1ccc2c(c1)OCO2 | -7 | -2 | 1 | x | 3 | x | 0.1 | 0.0

# Sorted by molecular weight (low to high): part of the list above.
no. | SMILES | GSIS activator | ERAP1 inh | ARNT-TACC3 inh | esBAF inh | RAD52 anneal inh | RAD54 inh | CFTR F508del cor | XiGFP reactiv
44 | O=C(NC(c1ccccc1)c1ccccc1)c1ccc(CO)cc1 | 13 | -1 | -3 | 8 | -10 | 5 | -3.4 | 0.4
52 | Nc1ccc(C(=O)N/N=C/c2cn(Cc3ccccc3F)c3ccccc23)cc1 | 11 | -4 | 6 | 3 | -22 | 4 | -3.0 | 0.2
51 | Cc1cccc(S(=O)(=O)N2CC[C@@H]3[C@H](CO)N(C)c4ccc(-c5ccccc5F)cc4[C@@H]32)c1 | 2 | -2 | -2 | 1 | -5 | -16 | -2.1 | 0.0

# Screening data as filed in PubChem.

# Rows are unselected. About 3.3% of those tested had a hit in this group.
